FN deposition inh = fibronectin deposition inhibition. 350,000 compounds, 0.086% hits. inhibition, % at 12.6 µM. AH1F fibroblasts, Alexa488-fibronectin deposition fluorescence, overnight. AID 743247;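 active = mean inhibition across replicates of 30% or more, regardless of how many single replicates reach that level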;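 note: positive control wells lacked labelled fibronectin entirely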
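material = AH1F fibroblast monolayer depositing Alexa488-labelled fibronectin into matrix | amount = 10000 AH1F cells/well | buffer or medium = DMEM plus 2% serum, read in PBS | incubation = 1 h cell adhesion before compound, then overnight fibronectin incubation | detection = fluorescence at 485 nm excitation, 525 nm emission | evaluation = percent inhibition as loss of matrix-bound fibronectin fluorescence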
LGR2 inh = Drosophila LGR2 receptor signaling inhibition; HEK293 LGR2, CRE-luciferase, bursicon-stimulated, 4 h; inhibition, % at 9.99 µM; 380,000 compounds, 0.35% hits; AID 720647;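 active = drop in luminescence signal, shown as inhibition above about 50% in the replicate tests, limit read from the data, passing the limit was not always enough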;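 note: agonist challenge used bursicon conditioned medium at about half maximal strength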
PGC1a acetyl inh = lowers PGC1a acetylation signal in U2OS cells; AlphaScreen anti-acetyl-lysine; with virally co-expressed GCN5 acetyltransferase; inhibition, % at 15.6 µM; 350,000 compounds, 0.17% hits;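 active = every replicate shows inhibition of at least 40%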;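 note: 0% = neutral control wells and 100% = positive control wells; some results beyond the cut were filed as inactive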
PAX8 inh HTS = PAX8 transcriptional activity inhibition | RMG-I TPO-luciferase reporter, SteadyGlo, 24 h | inhibition, % at 12.6 µM | AID 652154 | 360,000 compounds, 1.2% hits;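 active = mean replicate inhibition at least 60% with every replicate also reaching 60%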;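 note: luciferase light reporting Pax8 driven TPO promoter activity; plate controls were median of neutral control wells for no effect and mitoxantrone controls for full effect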
PglD inh = blocks C. jejuni PglD acetyltransferase activity | purified PglD enzyme, DTNB colorimetric CoA detection | inhibition, % at 12.5 µM | 360,000 compounds, 0.098% hits | AID 602405; in the data active = inhibition above about 16%, passing the limit was not always enough; note: strong numbers were not always called active
EWS-Fli inh = blocks EWS/Fli oncoprotein-driven transcription; A673 NR0B1-luciferase reporter, viability-normalised; inhibition, % at 12.6 µM; 350,000 compounds, 0.67% hits; AID 651661;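 active = mean inhibition of at least 50% after viability correction, with every replicate also passing that limit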;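 note: firefly luciferase signal divided by Alamar Blue viability fluorescence both relative to DMSO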
ERAP1 HTS inh = inhibitors of human ERAP1 aminopeptidase; 340,000 compounds, 0.15% hits; inhibition, % at 10.7 µM; Q9NZ08; AID 652197; recombinant ERAP1, Leu-AMC fluorescence, 60 min;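 active = mean replicate inhibition of at least 30%, or all replicates individually reaching that 30% level; inactive = mean below 30% and not every replicate reaching it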;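 note: 0% = neutral control wells and 100% = L-leucinethiol positive control wells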
Target sequence (Q9NZ08 whole entry, looked up): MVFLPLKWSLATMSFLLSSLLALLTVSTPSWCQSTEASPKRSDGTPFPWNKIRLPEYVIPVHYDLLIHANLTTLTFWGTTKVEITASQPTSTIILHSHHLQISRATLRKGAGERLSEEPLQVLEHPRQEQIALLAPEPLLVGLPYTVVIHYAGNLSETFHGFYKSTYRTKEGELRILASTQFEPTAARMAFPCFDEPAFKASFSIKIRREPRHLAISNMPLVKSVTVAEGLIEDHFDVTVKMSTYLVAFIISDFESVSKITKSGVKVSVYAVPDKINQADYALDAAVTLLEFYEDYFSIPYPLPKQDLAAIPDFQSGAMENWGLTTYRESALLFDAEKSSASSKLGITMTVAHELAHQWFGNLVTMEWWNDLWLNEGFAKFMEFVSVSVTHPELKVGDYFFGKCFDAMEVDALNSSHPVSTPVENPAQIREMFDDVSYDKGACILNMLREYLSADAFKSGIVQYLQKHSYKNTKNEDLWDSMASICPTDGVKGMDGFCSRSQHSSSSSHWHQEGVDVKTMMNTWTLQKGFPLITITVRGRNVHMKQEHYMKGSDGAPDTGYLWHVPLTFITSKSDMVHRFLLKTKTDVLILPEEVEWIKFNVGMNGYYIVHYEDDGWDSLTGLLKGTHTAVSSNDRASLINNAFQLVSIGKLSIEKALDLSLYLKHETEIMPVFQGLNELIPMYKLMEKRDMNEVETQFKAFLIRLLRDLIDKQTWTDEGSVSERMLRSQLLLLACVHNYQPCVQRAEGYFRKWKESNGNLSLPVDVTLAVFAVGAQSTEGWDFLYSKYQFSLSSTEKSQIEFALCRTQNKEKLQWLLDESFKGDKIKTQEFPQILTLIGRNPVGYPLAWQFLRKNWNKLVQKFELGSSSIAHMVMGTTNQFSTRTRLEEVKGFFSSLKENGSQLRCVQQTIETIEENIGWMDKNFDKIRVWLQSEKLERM
S100A4 inh HTS = inhibitors of human S100A4 binding to myosin IIA peptide; AID 652163; 360,000 compounds, 0.14% hits; inhibition, % at 10.7 µM; S100A4/TAMRA-MyoIIA peptide fluorescence polarization; P26447;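 active = mean inhibition of at least 70% across replicates, with every replicate also reaching that level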
Target sequence (P26447 whole entry, looked up): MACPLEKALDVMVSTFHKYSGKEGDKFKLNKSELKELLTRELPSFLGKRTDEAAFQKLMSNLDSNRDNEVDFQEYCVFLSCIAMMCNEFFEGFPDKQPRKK
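Assay system: human S100A4 monomer with TAMRA-labelled myosin IIA peptide / Buffer or medium: Calcium-containing HEPES buffer, pH 7.2 / Reagent: TAMRA-labelled myosin IIA heavy-chain peptide probe, 5 nM / Compound: one dose per compound / Timing: polarization read 5 min after assay mix addition, stable 5–60 min / Benchmarks: neutral control DMSO, positive control TFP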
The depositor's hits bear a star; . = not tested or not shown.

smiles,FN deposition inh,LGR2 inh,EWS-Fli inh,ERAP1 HTS inh,S100A4 inh HTS,PGC1a acetyl inh,PAX8 inh HTS,PglD inh
C[C@@H]1CN([C@@H](C)CO)C(=O)c2cc(NC(=O)Nc3ccc4c(c3)OCO4)ccc2O[C@@H]1CN(C)CC1CCCCC1,.,-14,-10,3,40,.,-18,-3
O=[N+]([O-])c1cccc(NC(=S)NCCc2ccccc2)c1,7,5,-10,9,1,.,-5,.
CCCc1nc2ccc(C)cn2c1Cc1ccc(OC)cc1C,1,-3,7,-3,-5,-2,-10,3
COc1cc(C(=S)N2CCC(Cc3ccccc3)CC2)ccc1OCC(N)=O,1,13,7,-1,-11,1,1,1
O=C(NCc1ccc(F)cc1)c1cc2c(s1)CS(=O)(=O)C2,0,1,.,-4,-3,4,-2,-3
Cc1ccc(C)c(N(CC(=O)N/N=C/c2ccc(-c3ccc([N+](=O)[O-])cc3)o2)S(=O)(=O)c2ccccc2)c1,.,0,-7,0,-2,.,.,-2
Cn1c(CNc2ccc(O)cc2)nc2ccccc21,2,-29,-82,0,-5,.,-34,4
Cc1ccc(-c2csc(N3CCC(C(N)=O)(N4CCCCC4)CC3)n2)cc1,4,-31,4,2,2,-1,-4,1
O=C(C[C@@H]1CC[C@@H]2[C@H](COC[C@H](O)CN2S(=O)(=O)c2cccc(F)c2)O1)NCc1ccc2c(c1)OCO2,-8,14,.,4,3,-7,.,-1
Cc1ccc(Oc2ncccc2NC(=O)CCCC(=O)O)c2c1CCC2,6,5,-3,0,-7,-16,4,-2
S=C(Nc1ccc2nccnc2c1)N1CCCC1,-21,-34,-12,8,6,-1,-20,.
O=C(CC(C(=O)O)c1ccc(Cl)cc1Cl)c1ccc(Cl)cc1 (stereo not given),-9,-12,0,2,2,-4,-7,-4
CCN1CCN(C(=O)C(NS(=O)(=O)c2ccc3nc(C)sc3c2)C(C)C)CC1 (stereo not given),0,6,-1,1,5,-7,-11,-6
CC(OC(=O)c1cc(S(=O)(=O)N2CCOCC2)ccc1Br)C(=O)N1CCOCC1 (stereo not given),8,0,3,-5,-2,2,6,2
Cc1noc(C)c1NC(=O)Nc1ccc2c(c1)CC(=O)N([C@H](C)CO)C[C@H](C)[C@H](CN(C)S(=O)(=O)c1ccccc1)O2,.,18,-24,4,-64,4,-19,0
C[C@H](CO)N1C[C@H](C)[C@H](CN(C)Cc2ccc(C(F)(F)F)cc2)Oc2c(NS(=O)(=O)c3cn(C)cn3)cccc2C1=O,.,12,-2,-2,51,10,-20,1
CC(C)(C)OC(=O)N1CCC(c2c(C(=O)NCC3CCN(C4CCCC4)C3)cnn2-c2cccc(Cl)c2)CC1 (stereo not given),-3,15,9,1,-5,9,-5,5
COC(=O)[C@]1(C)N[C@H](c2ccc(-c3ccc(OC)cc3)cc2)[C@@H]2C(=O)N(C)C(=O)[C@@H]21,-12,16,-7,-2,-11,51,-7,-6
COc1cc(/C(C)=N/NC(=O)c2nnn(-c3nonc3N)c2-c2cccs2)ccc1O,3,-11,.,-1,-1,.,-13,-2
CNC(=O)c1ccsc1NC(=O)c1coc2ccccc2c1=O,-4,8,-8,-1,0,-7,6,-4
O=C(Nc1ccc(Br)cc1)c1cnc[nH]1,6,-24,-64,2,2,.,-41,.
C[C@@H]1CCCCO[C@H](CN(C)Cc2ccccc2)[C@@H](C)CN([C@@H](C)CO)C(=O)c2cc(NC(=O)CCCCCC(=O)Nc3ccccc3N)ccc2O1,-6,-10,29,-4,-4,10,29,-5
Cc1c(OCc2nn[nH]n2)ccc2c(-c3ccccc3)cc(=O)oc12,0,.,.,.,.,-2,3,0
O=C(CCCN1C(=O)/C(=C/c2ccco2)SC1=S)Nc1cccc(C(=O)O)c1,0,1,9,32*,-21,.,-29,.
Cc1ccc(Cn2cc(CN3CC(N4CCN(Cc5cccc(C)c5)CC4)CS3(=O)=O)nn2)cc1 (stereo not given),10,12,3,.,-6,.,3,.
COc1ccc2cc(C(=O)C3CCCN(C(=O)c4csnn4)C3)ccc2c1 (stereo not given),.,0,0,1,-5,9,3,.
COCCNC(=O)CN(C(=O)CCC(=O)Nc1ccccn1)c1ccccc1F,-3,22,1,-7,-2,7,-2,.
O=C(CSc1nnc2n1CCCN2)c1ccc(Cl)cc1,-8,10,.,.,.,-7,.,-3
C=C1SC(Nc2c(C)cc(C)cc2C)=NC12CCCCC2,3,16,7,-1,-23,1,1,-2
CCCc1cc(=O)[nH]c(SCC(=O)N(C)CC(=O)Nc2ccccc2CC)n1,-2,.,.,.,.,-4,-15,1

At a glance, some entries already given.
smiles,FN deposition inh,LGR2 inh,EWS-Fli inh,ERAP1 HTS inh,S100A4 inh HTS,PGC1a acetyl inh,PAX8 inh HTS,PglD inh
C[C@@H]1CN([C@@H](C)CO)C(=O)c2cc(NC(=O)Nc3ccc4c(c3)OCO4)ccc2O[C@@H]1CN(C)CC1CCCCC1,.,-14,-10,3,40,.,-18,-3
O=[N+]([O-])c1cccc(NC(=S)NCCc2ccccc2)c1,7,5,-10,9,1,.,-5,.

Continuation.
smiles,FN deposition inh,LGR2 inh,EWS-Fli inh,ERAP1 HTS inh,S100A4 inh HTS,PGC1a acetyl inh,PAX8 inh HTS,PglD inh
O=C(N[C@H]1CC[C@H](CCn2cc(-c3ccccc3)nn2)O[C@@H]1CO)c1cnccn1,10,2,-1,1,12,3,11,0
COc1cccc(-c2nc(N3CCN(Cc4ccccc4)CC3)c3ccccc3n2)c1O,3,-18,-33,-1,-3,10,8,-1
COc1ccc(NC(=O)c2ccc(-n3cncn3)c([N+](=O)[O-])c2)cc1OC,3,-10,-11,1,-4,-9,-4,1
O=C(Cc1ccc(NC(=O)C2CCN(C(=O)c3ccccc3)CC2)cc1)Nc1ccc(C(=O)N2CCOCC2)cc1,-7,-6,-2,-5,-3,11,9,-1
C[C@H]1CCCCO[C@H](CN(C)CC2CC2)[C@@H](C)CN([C@@H](C)CO)C(=O)c2cc(NC(=O)Nc3ccc(C(F)(F)F)cc3)ccc2O1,.,.,1,.,.,-12,2,-3
O=C(NCc1ccc(Br)cc1)OC1CC2CC1[C@H]1CCCCN1C2=O (stereo not given in full),0,-6,4,-2,0,.,-1,.
CCCNC(=O)C[C@H]1CC[C@H]2[C@H](COc3ccc(NC(=O)c4cccc(OC)c4)cc3C(=O)N2C)O1,-5,3,-3,-1,-13,-5,4,5
Cc1ccc(SCc2cc(=O)[nH]c(N3CCOCC3)n2)cc1,-6,.,.,.,.,4,-2,3
Cc1cc(C)c(C)c(S(=O)(=O)N2CCC(C(=O)N3CC(C)CC(C)C3)CC2)c1C (stereo not given),-14,-4,16,-7,3,.,1,1
Cc1ccc(-c2nc(NC(=O)c3nn(C)cc3[N+](=O)[O-])sc2C)cc1C,.,38,36,-1,-3,91*,.,-3
CCCNC(=O)C1(CC2CC(c3ccccc3)=NO2)CCN(C(=O)c2cc(OCC)c(OCC)c(OCC)c2)CC1 (stereo not given),-1,-3,6,0,-2,.,-11,3
O=C(Cc1ccccc1)NC[C@H]1N[C@H](CO)[C@@H]1c1ccc(C2=CCCC2)cc1,-2,-20,.,1,-7,.,.,.
O=C1CCC/C=C\C[C@@H](CC(=O)N(CCO)Cc2ccccc2)C(=O)N2CCC[C@H]2CO1,7,.,-5,1,-4,4,-11,0
COc1ccc(CN(CC(=O)NCC2CCCO2)C(=O)CNS(=O)(=O)c2ccccc2)cc1 (stereo not given),-7,2,-3,-3,-21,.,4,-5
CC(C)COC(=O)N(C)C[C@@H]1OCc2ccccc2-c2ccccc2C(=O)N([C@@H](C)CO)C[C@@H]1C,.,0,-1,3,1,-4,5,-41
CCOC(=O)N(C)C[C@@H]1OCc2cnnn2CCCC(=O)N([C@@H](C)CO)C[C@H]1C,5,12,1,-2,-5,-4,-14,-1
COc1cccc(CN2CCC(C(=O)Nc3ccc(-c4cccc(C)c4)cc3)CC2)c1O,0,1,5,3,-4,-21,9,2
Cc1cnc(CNC(=O)CC2C(=O)NCCN2Cc2ccccc2F)cn1 (stereo not given),1,-1,0,0,2,.,7,-1
O=C(COC(=O)c1ccc2c(c1)S(=O)(=O)N=C1CCCCCN12)NCc1cccs1,3,8,-3,-2,2,-3,12,4
CCCc1nc2ccc(NC(=O)c3cccs3)cc2c(=O)n1Cc1ccccc1Cl,.,9,60*,4,18,.,-1,.
COc1cc2cc(C)c(SCC(=O)N3CCN(C(=O)c4ccco4)CC3)nc2cc1OC,1,-20,-7,-1,3,6,8,-2
COc1cccc(-c2cn(CC[C@@H]3CC[C@H](NC(C)=O)[C@@H](CO)O3)nn2)c1,.,5,-8,-1,3,-5,-2,1
Nc1cnc(Nc2ccc(Br)cc2)nc1N,.,-35,-57,1,-2,1,-64,-3
N#C[C@H]1[C@H](c2ccccc2C2=CCCCC2)[C@H](CO)N1C(=O)CN1CCOCC1,-6,7,-6,4,8,-15,-18,.
COc1ccc(/C=N/NC(=S)NCC2CCCO2)cc1 (stereo not given),-5,-2,0,0,-3,.,-12,.
Cc1cc(NC(=O)c2ccccc2C)no1,11,.,2,1,-3,17,-47,1
CC1(C(=O)NNC(=O)c2ccc(=O)oc2)CC1Br (stereo not given),6,-3,-2,4,-8,0,25,0
COc1ccc(NC(=O)Cn2ncn3c(cc4ccccc43)c2=O)c(OC)c1OC,5,-16,7,3,-1,-23,25,-2
O=C(Nc1ccccc1)N1CCCCN2[C@H](CO)[C@@H](c3ccc(C#CC4CC4)cc3)[C@@H]2C1,.,4,.,1,1,4,13,-2
CN(C)CCOc1ccc(-c2c(-c3ccccc3)sc3ccccc23)cc1,14,12,41,-6,1,-5,80*,2

(cont.)
smiles,FN deposition inh,LGR2 inh,EWS-Fli inh,ERAP1 HTS inh,S100A4 inh HTS,PGC1a acetyl inh,PAX8 inh HTS,PglD inh
Cc1ccc(C(=O)/C=C/Nc2ccccc2C(N)=O)cc1,6,.,.,.,.,3,-26,-6
COC(=O)CCN1CCC2CC1c1cc(-c3cccc(C)c3)ccc12 (stereo not given),9,-4,1,3,-1,9,1,1
Nc1ccccc1S(=O)(=O)NC1=NCCCCC1,3,11,8,.,.,3,-23,.
O=C(O)[C@@H]1[C@@H](CO)[C@@H]2Cn3c(ccc(-c4ccccc4)c3=O)[C@@H]2N1CCc1ccccc1,.,7,-8,1,-3,.,.,-2
COc1ccc(CN2CCNC(=O)C2CC(=O)NC2CCOCC2)c(F)c1 (stereo not given),0,13,.,-8,5,4,-5,6
O=C(CNC(=O)Cc1ccccc1)NCC(=O)N1CCN(C(c2ccccc2)c2ccccc2)CC1,-3,1,-7,-1,-6,-34,-8,0
CC(C)NC(=O)N1[C@@H](C#N)[C@@H](c2ccc(C#CC3CCCCC3)cc2)[C@@H]1CO,-14,-7,-10,3,-4,-14,-29,-3
COc1ccccc1OCC(=O)Nc1cc(S(=O)(=O)N2CCOCC2)ccc1N1CCCCC1,-4,.,17,-2,-7,.,21,-1
CSCCC(NC(N)=O)C(=O)NCc1ccccc1Cl (stereo not given),-1,3,.,-2,-6,16,-7,-2
C[C@@H]1CN([C@@H](C)CO)C(=O)c2cccc(NC(=O)c3ccncc3)c2O[C@@H]1CN(C)Cc1ccc(C(=O)O)cc1,.,19,4,2,12,-12,-13,1
Cc1ccc(S(=O)(=O)NCCn2nc(C)nc2C)cc1,-4,4,-8,-2,-1,.,-5,1
CCCN(C)C[C@H]1Oc2cc(C#Cc3cccc(OC)c3)ccc2S(=O)(=O)N([C@H](C)CO)C[C@H]1C,-2,4,5,.,.,-30,-15,.

From PubChem
